IDE inh: cellular human IDE inhibition; 320,000 tested, 0.41% active; AID 434962; HEK cells, FAbetaB cleavage, fluorescence polarization; inhibition, % at 5.59 µM;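 active = percent inhibition above the average of all tested compounds plus 3 SD, set per screening campaign, cut at about 16% in these data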;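 also: IDE supplied by intact live HEK cells; FP after avidin binding of uncleaved biotin substrate so inhibition keeps polarization high; 0% = DMSO wells and 100% = 60 µM reference IDE inhibitor Ii1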
Target sequence (P14735 whole entry, looked up): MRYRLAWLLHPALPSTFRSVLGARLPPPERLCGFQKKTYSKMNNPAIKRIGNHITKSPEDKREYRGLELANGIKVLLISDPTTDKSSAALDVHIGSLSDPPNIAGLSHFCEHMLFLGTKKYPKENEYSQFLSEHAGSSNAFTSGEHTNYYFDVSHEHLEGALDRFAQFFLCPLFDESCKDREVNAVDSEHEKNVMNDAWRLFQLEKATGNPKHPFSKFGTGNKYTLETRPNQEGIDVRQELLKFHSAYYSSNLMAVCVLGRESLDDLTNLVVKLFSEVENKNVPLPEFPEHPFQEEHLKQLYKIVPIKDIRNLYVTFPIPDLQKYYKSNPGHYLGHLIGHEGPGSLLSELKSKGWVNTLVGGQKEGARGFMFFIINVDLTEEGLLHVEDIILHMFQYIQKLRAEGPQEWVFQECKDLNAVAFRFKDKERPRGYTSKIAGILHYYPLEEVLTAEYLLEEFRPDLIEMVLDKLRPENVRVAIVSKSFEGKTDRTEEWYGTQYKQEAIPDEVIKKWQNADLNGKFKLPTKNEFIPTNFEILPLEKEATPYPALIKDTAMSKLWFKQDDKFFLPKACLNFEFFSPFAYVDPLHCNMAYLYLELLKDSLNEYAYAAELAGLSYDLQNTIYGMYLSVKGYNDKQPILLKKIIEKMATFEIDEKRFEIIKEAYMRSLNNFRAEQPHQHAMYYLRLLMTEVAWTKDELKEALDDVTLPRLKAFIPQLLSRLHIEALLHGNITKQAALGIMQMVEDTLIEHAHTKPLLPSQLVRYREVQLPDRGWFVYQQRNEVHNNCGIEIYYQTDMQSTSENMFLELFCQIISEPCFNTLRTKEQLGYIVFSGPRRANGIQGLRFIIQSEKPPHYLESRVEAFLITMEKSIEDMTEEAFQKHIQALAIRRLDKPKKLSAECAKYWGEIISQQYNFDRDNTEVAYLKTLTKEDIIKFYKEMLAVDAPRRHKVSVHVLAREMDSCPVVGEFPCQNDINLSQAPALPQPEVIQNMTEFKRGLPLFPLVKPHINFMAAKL
IDE act: IDE (human) activation, cell-based. P14735. HEK cells, FAbeta-B cleavage, fluorescence polarization; 0% vehicle, 100% cell-free pure enzyme wells. activation, % at 5.96 µM. 340,000 tested, 0.073% active;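 active = activation above the mean of all tested compounds plus 3 SD, set per screening campaign, cut at about 17% in these data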
An asterisk follows results filed as active. Not all compounds are listed; the hit share may differ from the screen's.

IDE inh	IDE act	compound
-1	4	CN1CCN(S(=O)(=O)c2ccc(N(C)Cc3ccc(OC(F)F)cc3)c([N+](=O)[O-])c2)CC1
2	4	Cc1cccc(NC(=O)CNC(=O)c2sc3ccccc3c2Cl)n1
4	6	COc1ccc(S(=O)(=O)Nc2ccc3c(c2)C(=O)N([C@H](C)CO)C[C@H](C)[C@@H](CN(C)S(=O)(=O)c2cccs2)O3)cc1
0	1	O=C1C=CN2CCOCC2C1 (stereo not drawn)
0	3	CC(C)c1ccc(NC(=O)COC(=O)C2CCCCC2)cc1
-6	4	CSCCC(NS(=O)(=O)c1ccc(C)cc1)C(=O)N1CCN(S(=O)(=O)c2ccc(F)cc2)CC1 (stereo not drawn)
-4	1	Cc1ccc2nc(SCC(=O)Nc3ccc(F)cc3)nc(=O)n2c1
-3	-1	CC(Oc1ccc(C(=O)c2ccccc2)cc1)C(=O)N1CCOCC1 (stereo not drawn)
6	-4	Cc1ccc(C)c(-c2nnc(NC(=O)CCS(=O)(=O)c3ccccc3)o2)c1
-1	1	NC(=O)c1ccc(SCC(=O)OCC(=O)N2CCN(C(=O)c3ccco3)CC2)c([N+](=O)[O-])c1
10	0	CCNC(=O)N(CC)C[C@H]1N[C@@](Cc2ccccc2)(C(=O)OC)[C@H]2C(=O)N(Cc3ccccc3)C(=O)[C@@H]12
4	-1	Cc1ccc(Cl)c(OCC(=O)NCC(c2cccs2)N2CCOCC2)c1 (stereo not drawn)
-3	3	Cc1ccc(S(=O)(=O)N2CCN(C(=O)COC(=O)Cc3cccc(C(F)(F)F)c3)CC2)c(C)c1
-1	3	COc1ccc(S(=O)(=O)Nc2cccc3c2O[C@H](CN(C)C)[C@@H](C)CN([C@H](C)CO)C3=O)cc1
3	3	COc1ccc(/C=C/C(=O)Oc2ccc(C=O)cc2OC)cc1
-4	5	CC(=O)Nc1cc(NC(C)=O)cc(C(=O)OC(C)C(=O)Nc2ccc(S(=O)(=O)N3CCCC3)cc2)c1 (stereo not drawn)
-2	4	COc1ccc(-c2sc3cc4c(cc3c2-c2ccc(OCCN3CCOCC3)cc2)OCO4)cc1
0	1	O=C1CCc2cc(S(=O)(=O)Nc3ccc(F)cc3)cc3c2N1CC3
0	4	Cc1ccc(S(=O)(=O)N2[C@@H](c3ccc(Cl)cc3)C(C(=O)O)=CC[C@H]2c2cccc(Cl)c2)cc1
2	1	Cc1ccccc1NC(=O)CNC(=O)Cc1cccc2ccccc12
-3	0	CC(C)(C)C1CCC(C(=O)NNC(=O)c2ccncc2)CC1 (stereo not drawn)
-1	6	COc1ccccc1OCC(=O)Nc1ncc(C)s1
2	6	CC(C)NC(=O)C(=O)NCCC1CCCCN1S(=O)(=O)c1cccs1 (stereo not drawn)
4	3	Cc1ccc(S(=O)(=O)N2[C@@H](c3ccc(Br)cc3)C(C(=O)O)=CC[C@H]2c2cccc(Cl)c2)cc1
1	6	CCc1ccc(NC(=O)COC(=O)/C=C/c2ccco2)cc1
4	-4	CC(Oc1ccc(Br)cc1)C(=O)NNC(=O)CCN1CCN(c2ccccc2)CC1 (stereo not drawn)
4	2	O=C(NNC(=O)c1ccc(F)c(S(=O)(=O)N2CCOCC2)c1)c1ccc(Br)cc1
4	1	CC1CCCC(C)N1C(=O)COC(=O)CNC(=O)C12CC3CC(CC(C3)C1)C2 (stereo not drawn)
4	0	O=C1C=C(c2ccc(CO)cc2)C[C@@H](c2ccc3c(c2)OCO3)C1
3	2	CC1CCCCC1NC(=O)c1ccc(-n2cncn2)c([N+](=O)[O-])c1 (stereo not drawn)
2	4	C=CCn1c(COc2ccc(F)cc2)nnc1SCC(=O)NC1CCS(=O)(=O)C1 (stereo not drawn)
2	3	CCC(C(=O)OCC(=O)Nc1ccc2[nH]c(=O)[nH]c2c1)c1ccccc1 (stereo not drawn)
1	4	O=C(C[C@@H]1C/C=C\CCC(=O)OC[C@@H]2CCCN2C1=O)NCCO
-4	0	CCN(CC)CCCn1c2c(c(SCC(=O)Nc3ccc4c(c3)OCO4)nc1=O)CCC2
1	-1	CCN1C(=NCC2CC2)N[C@@H](c2ccccc2)C(C(=O)OC)=C1C
6	-6	CC(=O)c1sc(NC(=O)C2CCN(C(=O)c3ccc(F)cc3)CC2)nc1-c1ccccc1
3	-1	CCN(CC(=O)Nc1c(F)cccc1F)C(=O)C1CCN(c2ncnc3sc(C)c(C)c23)CC1
2	3	CCN(CC)c1ccc(C=C2C(=O)OC(C)(C(C)(C)C)OC2=O)cc1 (stereo not drawn)
0	5	O=C(COC(=O)c1cc[n+]([O-])cc1)Nc1ccc(Cl)cc1C(F)(F)F
-2	3	CCC1Nc2ncnc(N3CCN(c4ccccc4)CC3)c2N(Cc2ccc(C)cc2)C1=O (stereo not drawn)
8	5	NC(=O)C1CCN(c2nc(-c3cccnc3)cs2)CC1
-8	5	COc1cccc(C(=O)NCC(c2ccc3c(c2)OCO3)N2CCN(c3ccc(F)cc3)CC2)c1 (stereo not drawn)
-1	7	Nc1ccc(Sc2ccccc2)nc1
-3	4	CC1O[C@@H](OC2C(COC3OC(CO)C(O)[C@H](O)C3O)OC(OC3CC[C@]4(C)C(CC[C@@]5(C)[C@@H]4CC=C4[C@@H]6CC(C)(C)CC[C@]6(CO)C(O)C[C@]45C)C3(C)C)C(O)C2O)C(O)C(O)C1O (stereo partly drawn)
-5	-1	O=C(CSc1nnc(Cc2ccccc2)c(=O)[nH]1)Nc1ccccc1
-2	0	O=C(Nc1ccc(SC(F)F)cc1)c1ccc2c(=O)n3c(nc2c1)CCC3
4	8	CC(=O)Nc1ccc(NC(=O)c2c(C)c(-c3ccccc3)nc3ccccc23)cc1
1	1	COCCn1cnnc1SCC(=O)Nc1cc(C)on1
2	1	CC(C)CN(C(=O)COC(=O)CN1C(=O)c2ccccc2C1=O)c1c(N)n(Cc2ccccc2)c(=O)[nH]c1=O
5	-1	CCc1noc(C)c1C(=O)N(C)CC(=O)Nc1ccc(OC)cc1
8	4	COc1ccccc1CN(C)C(=O)c1cccc(S(=O)(=O)N2CCCC2)c1
-2	1	CC(C)C(NC(=O)c1c(F)cccc1F)C(=O)OCN1C(=O)c2ccccc2C1=O (stereo not drawn)
1	-3	Cc1noc(C)c1NC(=O)N(C)C[C@H]1Oc2ccc(NC(=O)Nc3ccc(C(F)(F)F)cc3)cc2C(=O)N([C@H](C)CO)C[C@@H]1C
-1	-5	C[C@H](CO)N1C[C@H](C)[C@@H](CN(C)S(=O)(=O)c2ccc(F)cc2)Oc2ccc(NC(=O)Nc3ccc(C(F)(F)F)cc3)cc2C1=O
-4	-1	CCOc1ccc(S(=O)(=O)N2CCN(C(=O)COc3ccc(Br)cc3)CC2)cc1
-1	4	Cc1ccc(C)c(-n2ccnc2SCC(=O)Nc2cccc(S(=O)(=O)NC3=NCCC3)c2)c1
5	4	Cc1ccc(C(=O)N(C)Cc2nc3ccccc3c(=O)[nH]2)cc1NC(=O)c1ccco1
3	2	CC(=O)c1ccc(S(=O)(=O)NCCC(=O)OC(C)C(=O)Nc2ccc(F)cc2)cc1 (stereo not drawn)
-5	2	Cc1ccc(S(C)(=O)=O)cc1C(=O)Nc1cccc(S(=O)(=O)N2CCCCCC2)c1
1	1	O=C1OC[C@@H]2CCCN2C(=O)[C@@H](CC(=O)N(CCO)Cc2ccccc2)C/C=C\C[C@H]1Cc1ccc(F)cc1

A second format for part of the listing above.
SMILES	IDE inh	IDE act
CCN(CC)CCCn1c2c(c(SCC(=O)Nc3ccc4c(c3)OCO4)nc1=O)CCC2	-4	0
CCN1C(=NCC2CC2)N[C@@H](c2ccccc2)C(C(=O)OC)=C1C	1	-1
CC(=O)c1sc(NC(=O)C2CCN(C(=O)c3ccc(F)cc3)CC2)nc1-c1ccccc1	6	-6
CCN(CC(=O)Nc1c(F)cccc1F)C(=O)C1CCN(c2ncnc3sc(C)c(C)c23)CC1	3	-1
CCN(CC)c1ccc(C=C2C(=O)OC(C)(C(C)(C)C)OC2=O)cc1 (stereo not drawn)	2	3

Back to the main list, starting 5 compounds before the break.
IDE inh	IDE act	compound
-1	4	Cc1ccc(C)c(-n2ccnc2SCC(=O)Nc2cccc(S(=O)(=O)NC3=NCCC3)c2)c1
5	4	Cc1ccc(C(=O)N(C)Cc2nc3ccccc3c(=O)[nH]2)cc1NC(=O)c1ccco1
3	2	CC(=O)c1ccc(S(=O)(=O)NCCC(=O)OC(C)C(=O)Nc2ccc(F)cc2)cc1 (stereo not drawn)
-5	2	Cc1ccc(S(C)(=O)=O)cc1C(=O)Nc1cccc(S(=O)(=O)N2CCCCCC2)c1
1	1	O=C1OC[C@@H]2CCCN2C(=O)[C@@H](CC(=O)N(CCO)Cc2ccccc2)C/C=C\C[C@H]1Cc1ccc(F)cc1
-1	0	COc1ccc(S(=O)(=O)Nc2cc3c4c(c2)CC(=O)N4CCC3)cc1C
-2	3	Cc1cc(C)c(C)c(S(=O)(=O)N2CCC(C(=O)OCC(=O)NC3CCS(=O)(=O)C3)CC2)c1C (stereo not drawn)
-1	1	COc1ccc(OC)c(/C=C/C(=O)OCC(=O)NCc2cccs2)c1
2	0	Clc1cc(Cl)c(Cl)c(Cl)c1Cl
-4	1	CC1CCc2c(sc(NC(=O)C3=COCCO3)c2C(N)=O)C1 (stereo not drawn)
-8	2	Cn1cccc1C(=O)NC1CCCCC1
0	2	O=C(CCc1ccccc1Cl)N1CCN(S(=O)(=O)c2ccccc2)CC1
1	3	COc1ccc2c(c1)[C@H]1[C@H](CO2)[C@H](c2ccccc2)[C@]2(C)C(=O)N(Cc3ccc(C)cc3)CC(=O)N12
-1	2	CC(C)(C)c1ccc(CSc2ccc(S(=O)(=O)N3CCOCC3)cn2)cc1
-3	7	O=C(Nc1cc(S(=O)(=O)N2CCCCCC2)ccc1OCC(F)(F)F)c1cnccn1
-1	-3	CCN(CC(=O)NCc1ccc(F)cc1)C(=O)C(C)Oc1cccc(Cl)c1 (stereo not drawn)
-2	-1	CC(=O)Nc1ccc(NC(=O)C(C)OC(=O)CNC(=O)c2cccs2)cc1 (stereo not drawn)
7	2	COc1cccc(-c2sc3ccc(OC)cc3c2-c2ccc(OCCN3CCOCC3)cc2)c1
1	1	O=C(NCC(c1ccco1)N1CCCC1)c1cc(S(=O)(=O)N2CCOCC2)ccc1Cl (stereo not drawn)
2	7	O=C(NCCCN1CCOCC1)c1cc(S(=O)(=O)N2CCOCC2)ccc1Cl
-1	-2	N#Cc1ccc(-c2ccc(OCC(=O)NN=Cc3ccncc3)cc2)cc1
-3	2	Cc1ccc(S(=O)(=O)N2CCC(C(=O)Nc3ccc(S(=O)(=O)N4CCCC4)cc3)CC2)cc1
5	1	Cn1nnnc1Sc1ncnc2scc(-c3ccccc3C(F)(F)F)c12
5	-3	COc1ccc(S(=O)(=O)NCc2ccncc2)cc1NC(=O)c1ccccc1C
4	-2	COC(=O)[C@]1(Cc2ccccc2)N[C@H](CN(C)C(=O)Nc2ccccc2)[C@@H]2C(=O)N(Cc3ccccc3)C(=O)[C@@H]21
-2	1	Cc1ccc(S(=O)(=O)N2[C@@H](c3ccc(Cl)cc3)C(C(=O)O)=CC[C@H]2c2ccc(C(C)C)cc2)cc1
8	0	CCOC(=O)c1cc(NC(=O)Cc2ccc(S(=O)(=O)N3CCOCC3)s2)cc(C(=O)OCC)c1
-2	-2	COc1cccc(/C=C/C(=O)OCC(=O)c2ccc(S(=O)(=O)N3CCCCC3)cc2)c1OC
0	0	O=C(Nc1nnc(-c2ccc(Br)cc2)o1)c1ccco1
0	6	CNC(=S)N(C)/N=C1/C(=O)N(Cc2c(Cl)cccc2Cl)c2ccccc21
6	2	CCc1cccc2c(C(=O)CSc3nnc(C4CC4)o3)c[nH]c12
3	-5	Cc1ccc(S(=O)(=O)N(C)C[C@@H]2Oc3ccc(NC(=O)CCC(F)(F)F)cc3CC(=O)N([C@@H](C)CO)C[C@@H]2C)cc1
-1	2	CN(c1ccccc1)S(=O)(=O)c1cccc(NC(=O)CSc2nnc(C3CC3)n2C)c1
6	2	CCOc1ccc(C(=O)OCC(=O)Nc2cccnc2Cl)cc1OCC
0	4	CS(=O)(=O)c1ccc(C(=O)NCC2(N3CCOCC3)CCCCC2)cc1

No new results follow: entries from further up.
IDE inh	IDE act	compound
-1	4	CN1CCN(S(=O)(=O)c2ccc(N(C)Cc3ccc(OC(F)F)cc3)c([N+](=O)[O-])c2)CC1
2	4	Cc1cccc(NC(=O)CNC(=O)c2sc3ccccc3c2Cl)n1

(cont.)
IDE inh	IDE act	compound
0	4	CC(=O)Nc1ccc(NC(=O)COc2ccc(-c3ccc(C#N)cc3)cc2)cc1
-1	3	Cc1cc(C)cc(NC(=O)CN2C(=O)NC(Cc3c[nH]c4ccccc34)C2=O)c1 (stereo not drawn)
1	-4	CC(NC(=O)COC(=O)C12CC3CC(CC(O)(C3)C1)C2)c1ccccc1 (stereo not drawn)
0	5	Cc1cc(C(=O)NCC(=O)OC(C)C(=O)N2CCOCC2)ccc1[N+](=O)[O-] (stereo not drawn)
8	5	O=C(CCNC(=O)c1ccccc1Cl)NCC1CCCO1 (stereo not drawn)
-1	0	CC(=O)Nc1ccc(C(=O)COC(=O)C2CCCCC2)c(F)c1
-3	3	COc1ccc(CC(=O)Nc2ccc(S(=O)(=O)N3CCN(C)CC3)cc2)cc1
-3	6	CCc1ccc(NC(=O)C(C)Sc2nnc(CN3CCCC3)o2)cc1 (stereo not drawn)
0	2	CN(Cc1ccc(C(C)(C)C)cc1)C(=O)c1ccc2c(=O)n3c(nc2c1)CCC3
-1	0	COc1ccccc1NC(=O)CSc1nnc(-c2ccoc2C)o1
-1	-4	COc1ccc([N+](=O)[O-])cc1NC(=O)C(C)OC(=O)C1CC(=O)N(Cc2ccco2)C1 (stereo not drawn)
-3	0	COc1ccc(NC(=O)CSCC(=O)Nc2nnc(C3CC3)s2)cc1
-1	2	CN(C(=O)COC(=O)Cc1ccccc1[N+](=O)[O-])C1CCS(=O)(=O)C1 (stereo not drawn)
-2	4	COCCN(C(=O)c1ccc(OCC(C)C)cc1)c1c(N)n(Cc2ccccc2)c(=O)[nH]c1=O
-1	1	COc1ccccc1CNC(=O)COC(=O)c1ccncc1

From PubChem BioAssay
